Screens (PubChem BioAssay)
HUVEC tox IL1B: HUVEC cytotoxicity counter-screen, IL-1B stimulated; HUVEC cell count loss, Hoechst imaging; cell count reduction, % at 2 µM; 94,000 compounds, 0.41% hits; AID 845;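 active = cell count reduction more than 3 SD above the screen-wide mean, cut at about 70% in these data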;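 note: normalized per plate to untreated control cells as the no-loss baseline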
hDAT+cocaine: changed human dopamine transporter uptake under cocaine IC80 | B-score at 10 µM | LLC-PK1 hDAT cells, [14C]-dopamine uptake with cocaine IC80; actives deviate in either direction | 110,000 compounds, 1.3% hits | Q01959;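 active = Z score or B-score, a plate-position-corrected score, falls beyond the plate's 99.7% confidence bounds, in either direction; inactive = both scores lie inside the 99.7% bounds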;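 note: scored against the spread of the other compound wells on the same plate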
Target sequence (Q01959 whole entry, looked up): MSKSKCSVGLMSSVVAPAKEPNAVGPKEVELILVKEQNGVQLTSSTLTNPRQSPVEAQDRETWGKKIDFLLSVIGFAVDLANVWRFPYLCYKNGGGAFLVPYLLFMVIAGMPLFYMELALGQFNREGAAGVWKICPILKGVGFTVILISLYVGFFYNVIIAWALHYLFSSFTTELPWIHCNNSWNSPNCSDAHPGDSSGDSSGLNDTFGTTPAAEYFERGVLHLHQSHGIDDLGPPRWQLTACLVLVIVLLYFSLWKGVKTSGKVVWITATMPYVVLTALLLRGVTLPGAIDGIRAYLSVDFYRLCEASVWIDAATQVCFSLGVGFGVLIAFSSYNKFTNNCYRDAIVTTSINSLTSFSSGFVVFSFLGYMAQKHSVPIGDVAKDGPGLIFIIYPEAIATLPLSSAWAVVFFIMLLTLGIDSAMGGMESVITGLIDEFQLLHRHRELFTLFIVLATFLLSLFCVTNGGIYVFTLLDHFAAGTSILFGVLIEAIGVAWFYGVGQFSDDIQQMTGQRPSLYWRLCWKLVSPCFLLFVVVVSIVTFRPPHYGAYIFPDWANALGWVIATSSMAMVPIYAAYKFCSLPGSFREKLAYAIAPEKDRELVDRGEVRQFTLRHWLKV
VCAM1 TNFa inh: reduces TNF alpha induced VCAM1 expression in HUVEC; HUVEC TNFa-induced VCAM-1 immunofluorescence, high-content imaging; inhibition, % at 2 µM; 95,000 compounds, 0.48% hits; AID 802;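 active = inhibition above the batch mean plus 3 SD, with images confirmed as a hit by eye, cut at about 37% in these data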;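 note: 0% = TNF-stimulated DMSO wells and 100% = unstimulated control wells; not every result past the cut was called active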
TNFa cytotox: HUVEC cytotoxicity counter-screen, TNF alpha stimulated | HUVEC TNFalpha-stimulated, Hoechst cell count, imaging | cell count reduction, % at 2 µM | 93,000 compounds, 0.17% hits | AID 848;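 active = cell count reduction exceeding the screen mean by over 5 SD, scaled to untreated wells per plate, cut at about 78% in these data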;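 note: cells counted after 24 h of TNF alpha exposure following the 1 h pretreatment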
Candida biofilm: kills Candida albicans biofilms; C. albicans biofilm + clotrimazole, Alamar Blue; inhibition, % at 6 µM; 85,000 compounds, 0.14% hits; AID 834;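 active = inhibition above 20%; inactive = inhibition below 20%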;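 note: preformed 24 hr biofilms exposed to compound for 48 hr; 0% = biofilm without compound and 100% = blank killed by clotrimazole plus chlorhexidine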
MT1-MMP txn act: MT1-MMP promoter transcription activation; AID 750; activation factor at 10 µM; 86,000 compounds, 0.16% hits; HT1080 MT1-MMP promoter luciferase reporter, luminescence, overnight; active compounds read high;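 active = activation factor of at least 2 for MT1-MMP transcription at 10 µM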
F-actin modifier: alters cytoskeleton assembly in HUVEC cells; HUVEC TNFa F-actin phalloidin imaging, high content; inhibition, % at 2 µM; 91,000 compounds, 0.18% hits; AID 836;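 active = inhibition above the batch mean plus 3 SD and confirmed as a hit by visual image inspection, cut at about 30% in these data, passing the limit was not always enough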; note: strong numbers were not always called active
LYP inh 2: blocks human PTPN22 phosphatase activity; AID 640; 96,000 compounds, 0.21% hits; recombinant LYP catalytic domain, DiFMUP fluorescence; inhibition, % at 2 µM;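 active = inhibition at 2 µM at or above a set limit, the screen mean plus 3 SD, cut at about 24% in these data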;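 note: 0% = DMSO with enzyme and 100% = enzyme fully blocked by orthovanadate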
Smad3 inh: blocks human Smad3 binding to FoxH1 peptide; inhibition, % at 25 µM; P84022; TR-FRET Smad3/Dy647-FoxH1 peptide binding, europium anti-His; 88,000 compounds, 0.29% hits;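 active = compounds that reduce the energy-transfer binding signal between the protein and its labelled peptide by more than half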;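 note: 0% = Smad3 plus labelled peptide maximal FRET and 100% = peptide-only background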
Numbers without * were called inactive; · = not tested or not shown; [ ] = another dose, or the depositor's remark.

canonical_smiles	HUVEC tox IL1B	hDAT+cocaine	VCAM1 TNFa inh	TNFa cytotox	Candida biofilm	MT1-MMP txn act	F-actin modifier	LYP inh 2	Smad3 inh
O=C(Cn1cnc2c(cnn2-c2ccc(F)cc2)c1=O)OCc1ccccc1	9	-0.74	4	-12	3	1.2	·	6	-13
CC1CCC(C(C)C)C(OC(=O)C[n+]2cccc(C(N)=O)c2)C1 (stereo unspecified)	8	-0.19	-4	-13	·	·	-5	12	·
O=C(CSc1ncnc2c1oc1ccccc12)NCc1ccc(F)cc1	-12	0.55	9	-22	9	1.1	4	-12	7
COc1cccc(C(=O)Nc2ccc(NC(=O)c3ccco3)cn2)c1	10	-0.29	-8	-3	-2	1.5	-21	-5	6
COC(=O)C1C2C=CC3(CN(C(C)c4ccc(OC)cc4)C(=O)C13)O2 (stereo unspecified)	·	-0.28	·	·	6	1.1	·	·	-5
CCN(CC)C(=O)CSc1nc2cc3c(cc2c(=O)n1Cc1ccc2c(c1)OCO2)OCO3	·	-0.12	·	·	2	1.1	·	·	1
S=c1[nH]nc(COc2ccccc2)n1C1CCCCC1	-7	-0.084	-12	-17	3	1.1	-2	11	-6
COc1cc(OC)cc(-c2nc(-c3ccc(Br)cc3)no2)c1	25	-0.12	-9	-23	4	1.4	17	-1	0
Cc1cc(C(N)=O)c2ccccc2n1	-62	-0.035	2	-11	4	1.1	·	-1	5
CO/N=C/NC(=O)c1cn(-c2ccc(F)cc2)c(=O)c2ccccc12	-29	1.6	15	-12	·	·	8	-5	·
Cc1ccc2c(CN3CCN(CCO)CC3)cc(=O)oc2c1	-56	-0.42	-23	-12	7	1.1	-16	2	13
CCOc1ccc2nc(Cl)c(/C=C/C(=O)c3ccco3)cc2c1	-10	-0.39	-3	2	7	1.1	-9	-4	0
COC(=O)C1=C(C)N(CC(C)C)C(=O)C1	-91	0.68	-12	-18	5	1.3	7	-1	-3
COCc1cc(=O)n2c([nH]c3ccccc32)c1C#N	9	0.07	-7	6	5	1.2	-11	7	-5
CCOC(=O)Nc1c(O)ccc2oc(C)c(-c3ccccc3)c12	-24	0.061	-5	-12	2	1.2	-7	11	6
COc1nc(OC)nc(N2CCC(C(=O)NCc3ccco3)CC2)n1	·	0.065	·	·	11	1.2	·	·	7
O=C(Nc1ccncc1)C1CC1c1ccccc1 (stereo unspecified)	4	0.79	16	-10	4	1.1	-20	7	-3
Cc1cccc(OC2(c3ccccc3)OC(=O)c3ccccc32)c1C (stereo unspecified)	-4	-0.33	4	-8	·	·	17	2	·
O=C1C2CC=CCC2C(=O)N1c1ccc(OCC(O)Cn2nnc3ccccc32)cc1 (stereo unspecified)	7	-0.034	9	-18	6	1.1	-12	-6	2
c1ccc2c(CN3CCOCC3)c3ccccc3c(CN3CCOCC3)c2c1	-2	-0.055	-12	30	·	·	-11	1	·

Three compounds out of the list above, arranged by the value under Smad3 inh, ascending.
| molecule | hDAT+cocaine | VCAM1 TNFa inh | MT1-MMP txn act | F-actin modifier | LYP inh 2 | Smad3 inh |
| --- | --- | --- | --- | --- | --- | --- |
| O=C(Nc1ccncc1)C1CC1c1ccccc1 (stereo unspecified) | 0.79 | 16 | 1.1 | -20 | 7 | -3 |
| CCOC(=O)Nc1c(O)ccc2oc(C)c(-c3ccccc3)c12 | 0.061 | -5 | 1.2 | -7 | 11 | 6 |
| Cc1ccc2c(CN3CCN(CCO)CC3)cc(=O)oc2c1 | -0.42 | -23 | 1.1 | -16 | 2 | 13 |

Following part:
canonical_smiles	HUVEC tox IL1B	hDAT+cocaine	VCAM1 TNFa inh	TNFa cytotox	Candida biofilm	MT1-MMP txn act	F-actin modifier	LYP inh 2	Smad3 inh
[O-]/[N+](=C/c1ccc(F)cc1)c1ccc(Cl)cc1	3	-0.24	12	4	4	1.7	·	1	2
CC1(C2CC2)NC(=O)NC1=O (stereo unspecified)	-8	-0.96	0	-22	7	·	9	1	6
CCOC(=O)c1cc(=O)n2nc(-c3ccccc3F)nc2s1	5	0.1	14	-20	10	1.1	15	-2	9
O=C(CCCl)Nc1cc(SCCO)cc([N+](=O)[O-])c1	-9	0.2	4	-15	·	·	14	10	·
CC(C)(C#CCN1CCCC1)OCCC#N	12	-2.1	-7	33	2	1.1	-17	3	8
CCNC(=O)NC(=O)C(C)SCc1ccccc1C (stereo unspecified)	-19	0.47	-4	-48	1	1	6	-9	-4
Cc1ccc(C)c(NC(=O)C2CC(Cl)=CCC2C(=O)O)c1 (stereo unspecified)	38	-0.43	-3	·	3	1	-15	0	4
COC(=O)Cn1nc(-c2ccccc2)c2ccccc2c1=O	·	-0.7	·	·	9	1.2	·	·	9
CCOC(=O)c1cnc(SC)nc1Oc1cccc(NC(=O)c2ccc(C)cc2)c1	-1	0.38	2	-19	·	·	-11	4	·
CCC(C)N(C(=O)c1csnn1)C(C(=O)NC(C)(C)C)c1ccccc1 (stereo unspecified)	4	0.11	22	7	-3	1.1	4	-4	-3
O=C(NCc1cccs1)NC1CCCCC1	18	0.18	·	·	4	1.2	-74	-3	3
O=C(COC(=O)C1CC(=O)N(c2ccccc2)C1)c1ccccc1 (stereo unspecified)	6	-0.0056	17	-22	19	1.1	7	-19	-2
CC(C)N(C(=O)C1CC(=O)OC12CCCCC2)C(C)C (stereo unspecified)	6	0.48	13	-17	7	·	0	3	3
COc1ccc(-c2cc3nc(C)c(CCC(=O)NCc4ccco4)c(C)n3n2)c(OC)c1	-22	1.7	1	16	8	1	-6	10	2
CCOC(=O)c1cccc(NC(=O)CSc2nnc(COc3ccccc3)n2CC)c1	-25	-0.53	3	-10	2	1.1	5	8	-4
Cc1ccc(NCN2C(=O)C3CC=CCC3C2=O)cc1 (stereo unspecified)	-38	-0.00075	-32	·	4	1.1	9	10	24[fluorescence artefact?]
Cc1cc(C)c(NC(=O)c2ccoc2C)c(C)c1	4	-1.3	-5	1	-4	1.2	-17	17	-5
O=C(NCc1ccco1)c1noc2c1CCCC2	13	-1.2	-37	-18	1	1.2	-4	-1	-8
O=C(O)c1ccccc1C(=O)NCc1ccc(F)cc1	19	0.23	1	-15	4	1.1	-39	-2	4
Cc1ccc(C2=[N+]([O-])C(C)(C)CC2)cc1	11	-0.017	7	-6	0	1.2	-29	-11	7
O=C1N=C(N2CCOCC2)S/C1=C/c1cccs1	6	-0.036	12	-3	·	·	2	-3	·
CCOC(=O)c1c(-c2ccsc2)csc1N	4	1	0	0	-4	1.2	-15	-5	-10
O=C1C=C(NCCN2CCOCC2)CC(c2ccccc2)C1 (stereo unspecified)	24	0.087	1	-8	·	·	-25	7	·
Cc1cc(C)nc(N2CCC(C(=O)Nc3ccc(Oc4ccccc4)cc3)CC2)n1	9	-0.62	-10	-34	0	1	16	2	0
Cc1cc(NCCCN2CCOCC2)n2nc(C)c(-c3ccccc3)c2n1	-19	1.6	-15	-46	-8	0.9	9	-6	-22
CC(=O)Nc1sc(N)nc1-c1ccccc1	-7	-1.4	20	-30	3	1	-2	9	9
CCOC(=O)CNC(=O)CSc1nc2cccnc2n1Cc1ccccc1	·	0.25	·	·	3	1.1	·	·	2
O=C(NCc1ccccc1)c1sc(=S)n2c1[nH]c(=O)c1ccccc12	-5	-0.7	-7	9	8	1	-20	-1	4
O=C(COC(=O)C1=COCCO1)Nc1ccc2c(c1)OCO2	-12	·	13	-18	6	1.2	-2	-4	7
C[C@@H]1C[C@H](Nc2ccccc2)c2ccccc2N1C(=O)c1cccnc1	-18	-0.61	14	5	0	1	-3	-5	1
CC(=O)Nc1ccc(OCC(O)Cn2c(C)nc3ccccc32)cc1 (stereo unspecified)	11	-0.47	17	0	8	1	9	12	-1
COc1ccccc1-c1nc2n(n1)C(c1cccs1)C(C(=O)Nc1cccnc1)=C(C)N2 (stereo unspecified)	-26	-0.28	32	-31	9	1.1	7	-14	11
CCC(=O)Nc1ccc2nc(C)n(Cc3ccccc3Cl)c(=O)c2c1	17	-1.2	-5	0	·	1.1	2	2	-8
CC1CCc2sc3nc(N4CCN(CCO)CC4)n4ncnc4c3c2C1 (stereo unspecified)	·	-0.72	·	·	0	1.5	·	·	-13[fluorescence artefact?]
Cc1ccc(Sc2cc(C(F)(F)F)nc(N(C)C)n2)cc1	-2	-2.6	2	-15	·	·	10	0	·
COC(=O)C1C(=O)NCC1c1ccc(C)cc1 (stereo unspecified)	-17	-0.55	11	-6	3	1.1	-9	5	-1
Nc1c(S(=O)(=O)c2cccs2)c2nc3ccccc3nc2n1CC1CCCO1 (stereo unspecified)	12	-0.51	6	-7	7	1.2	-10	-10	26[fluorescence artefact?]
COc1ccc(-c2nc(CNS(=O)(=O)c3ccc(OC)c(OC)c3)cs2)cc1	-6	-0.77	8	-38	11	·	-7	-4	-7
Cc1ccc(N(CC(=O)NCC2CCCO2)S(C)(=O)=O)cc1Cl (stereo unspecified)	-12	0.57	-2	5	·	1	11	6	·
CC(C)(C)c1csc(NC(=O)c2cccs2)n1	35	1.8	-8	12	2	1.8	10	-5	10
COc1cc2c(C(=O)NC3CCCCCC3)cn(C)c(=O)c2cc1OC	-65	1.7	17	-10	3	1.2	·	-3	9[fluorescence artefact?]
CCc1nc(C)ccc1OCC(=O)N(CC)CC	4	0.2	6	-3	5	1.4	-15	-8	-1
O=C(NCN1CCN(c2ccccn2)CC1)c1cnccn1	·	-1.4	·	·	13	1.2	·	·	-2
COc1ccccc1C1C(C(=O)c2cc3ccccc3o2)=C(O)C(=O)N1CCN(C)C (stereo unspecified)	-3	0.38	9	-26	2	1.2	2	-13	8[fluorescence artefact?]
COc1ccc(S(=O)(=O)NN=C2CCCC2)cc1	-11	-1.8	1	-21	·	·	-18	2	·
COc1ccc(CC(=O)N2CCN(c3ccc(C4=NNC(=O)CC4C)cc3)CC2)cc1 (stereo unspecified)	-43	·	6	16	·	·	0	6	·

An excerpt; count on the stated rates, not on these rows.
